Source: PubChem (several laboratories)
HTR5A inv ag: inverse agonist of human HTR5A in OPRM1-OPRD1 counter-screen. P47898. HTR5A cell line, luminescence, inverse agonism. inhibition, % at 9.3 µM. 340,000 compounds, 0.083% hits; in the data active = inhibition mostly above about 23%, no sharp cut-off; inactive = mostly below about 18%;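 note: 0% = cells with DMSO and 100% = no-cell wells with DMSO; some compounds called inactive have numbers as strong as hits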
Target sequence (P47898 whole entry, looked up): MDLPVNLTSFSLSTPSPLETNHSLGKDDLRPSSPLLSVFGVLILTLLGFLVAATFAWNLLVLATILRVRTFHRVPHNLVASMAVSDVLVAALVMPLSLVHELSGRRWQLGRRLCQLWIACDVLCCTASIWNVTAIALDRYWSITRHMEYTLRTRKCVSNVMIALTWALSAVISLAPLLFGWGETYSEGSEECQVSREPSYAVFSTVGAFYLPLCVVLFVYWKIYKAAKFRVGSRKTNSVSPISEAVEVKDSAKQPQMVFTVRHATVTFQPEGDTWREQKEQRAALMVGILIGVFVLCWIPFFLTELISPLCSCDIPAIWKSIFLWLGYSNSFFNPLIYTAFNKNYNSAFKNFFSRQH
MOR-DOR ag: agonists of human mu-delta opioid receptor heterodimerization; P35372+P41143; cells, OPRM1-OPRD1 heterodimerization, luminescence; activation, % at 9.3 µM; 340,000 compounds, 0.3% hits; in the data active = activation above about 18%;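 note: 0% = vehicle-treated cells and 100% = reference agonist; values of inactives mirror those of a sister screen read the other way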
HTR5A ag ctr: activates human HTR5A in OPRM1-OPRD1 agonist counter-screen; P47898; HTR5A agonist assay, luminescence, cell-based; activation, % at 9.3 µM; 340,000 compounds, 0.61% hits; in the data active = activation mostly above about 9.5%, no sharp cut-off; inactive = mostly below about 7.6%;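 note: 0% = cells with vehicle only and 100% = reference agonist; strong numbers were not always called active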
PKA-R1A act: activates the PKA-R1A holoenzyme complex; P00514+P68181; PKA-R1A dissociation, Cy5-IP20 fluorescence polarization; scaled: DMSO 0%, 113 µM cGMP 100%; activation, % at 11.4 µM; 340,000 compounds, 0.083% hits;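 active = percent activation above the mean of all tested compounds plus 3 SD, cut at about 19% in these data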;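 note: higher means more PKAc released from R1A so a rise in polarization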
E coli growth: counter-screen for AddAB inhibitors: E. coli growth inhibition | E. coli V3065 growth, OD600 absorbance, 18 h | inhibition, % at 11.9 µM | 330,000 compounds, 0.27% hits | AID 449728;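 active = inhibition above the campaign's mean inhibition across all tested compounds plus 3 SD, cut at about 9.9% in these data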;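 note: uninfected addAB+ strain grown without phage in ampicillin broth; 0% = DMSO wells and 100% = ciprofloxacin 0.95 µg/ml wells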
MOR-DOR inv ag: inverse agonist of human OPRM1-OPRD1 heterodimerization; P35372+P41143; cell-based MOR-DOR heterodimer luminescence, inverse agonism; inhibition, % at 9.3 µM; 340,000 compounds, 0.21% hits; AID 504357; in the data active = inhibition above about 22%, passing the limit was not always enough;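 note: 0% = cells with DMSO and 100% = wells without cells with DMSO; values of inactives mirror those of a sister screen read the other way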
AddAB inh: less growth of phage-infected E. coli with AddAB | E. coli expressing H. pylori AddAB, absorbance growth | inhibition, % at 11.9 µM | 330,000 compounds, 0.29% hits | AID 435030; in the data active = inhibition above about 12%;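 note: 0% = vehicle wells of infected cells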
PfHsp90 set2: inhibits growth of yeast expressing Plasmodium falciparum Hsp90; S. cerevisiae expressing PfHsp90, BacTiter-Glo ATP, 48 h; yeast lacking PDR1 and PDR3 efflux regulators; inhibition, % at 9.4 µM; 310,000 compounds, 0.32% hits; AID 504621;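 active = every replicate shows inhibition above about 80%, whatever the replicate mean, limit read from the data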;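 note: 0% = DMSO neutral controls and 100% = 20 µM radicicol positive controls; yeast relying on Plasmodium falciparum Hsp90 in place of its own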
phage Ecoli inh: E. coli growth loss with phage present; AID 651602; 360,000 compounds, 0.26% hits; inhibition, % at 11.9 µM; growth absorbance; in the data active = inhibition above about 11%
Mot1-301 SUMO: SUMOylation pathway inhibition by Mot1-301 growth rescue. S. cerevisiae Mot1-301 growth rescue, ATP luminescence, 38.5C; percent above DMSO median, 100 means doubled. 320,000 compounds, 1% hits. growth rescue, % at 18.8 µM;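 active = every valid replicate shows activation above 250% relative to neutral control wells; inactive = the rest, any valid replicate at or below 250%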;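 note: OY570 slx delta 5 strain wells were the positive control but not used for scaling; some compounds called inactive have numbers as strong as hits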
Pemphigus Ab inh: blocks pemphigus antibody binding to human desmoglein-3 | P32926 | DSG3-coupled beads, scFv-anti-DSG3-GFP binding, flow cytometry; active compounds read low | binding (percent of control), % at 10 µM | 310,000 compounds, 0.48% hits | AID 588358;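 active = binding more than 3 SD below its plate's average and above zero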;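 note: hits lower antibody fragment binding to DSG3; some compounds called inactive have numbers as strong as hits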
Starred values were filed as active, the others as inactive; . = not tested or not shown.

SMILES	HTR5A inv ag	MOR-DOR ag	HTR5A ag ctr	PKA-R1A act	E coli growth	MOR-DOR inv ag	AddAB inh	PfHsp90 set2	phage Ecoli inh	Mot1-301 SUMO	Pemphigus Ab inh
CCOC(=O)CS(=O)(=O)c1nc(-c2ccc(F)cc2)cc(C(F)(F)F)n1	24	-5.4	-2	-13	1.6	24	0.9	-41	.	169	101
Cc1ccccc1OCCSc1nnc(-c2cccnc2)n1N	12	-1.7	-5	-5	-1.1	9	2.9	-12	4.9	-12	164
COc1cc(/C=N/N(C)C2=NS(=O)(=O)c3ccccc32)cc(OC)c1OC	-6	-0.2	2	4	-0.8	1	1.9	4	0.4	67	102
CCOC(=O)c1c(N)sn(-c2ccccc2C)c1=S	2	-2.3	-3	4	-1.2	13	-2.2	0	4.9	10	104
O=C(CN1C(=O)CSC1=O)Nc1ccc(N2CCOCC2)cc1	-11	0.5	1	0	-1.2	-3	4.1	-20	-0.5	-8	104
O=C(Cn1cc(C(F)(F)F)ccc1=O)NC1CCCC1	-5	-2.0	2	0	-0.2	8	0.5	8	0.4	-5	.
Cc1ccc(S(=O)(=O)N/N=C/c2ccc(O)c(O)c2)cc1[N+](=O)[O-]	-2	-0.3	6	-8	-0.9	1	-1.9	0	-1.5	59	.
O=S(=O)(c1cccs1)N1CCN(c2ccccn2)CC1	3	0.4	-5	-10	1.1	-2	1.6	-23	-0.2	-1	80*
O=C(c1ccc(F)cc1)N(NC(=O)C(O)(c1ccccc1)c1ccccc1)c1ccccc1	4	-1.5	-4	-6	-4.0	7	3.8	-2	4.7	-1	112
Cc1cc(NC(=O)Cc2ccccc2)no1	-6	-1.9	6	-2	1.2	9	0.6	2	3.2	0	109
Cc1nc(CS(=O)(=O)c2ccccn2)sc1C(=O)NNC(=O)c1ccc(Cl)cc1	-24	-1.1	3	-3	-0.8	6	-0.4	8	3.6	-5	113
CCOc1ccccc1-n1nnnc1SCC(=O)NC(=O)Cc1ccccc1	10	-0.9	-4	-5	.	6	.	.	4.1	.	102
Cn1c(C(=O)OC(C(=O)NC2CCCCC2)c2ccccn2)cc2sccc21 (stereo unspecified)	-5	-1.8	7	-1	-1.5	11	6.0	2	0.2	167	.
Cc1cc(C(=O)Nc2ncn[nH]2)ccc1[N+](=O)[O-]	3	0.1	5	2	0.2	0	-1.7	.	3.2	226	104
CN(c1ccc(C(=O)NCC2CCCO2)cc1)S(C)(=O)=O (stereo unspecified)	-11	-1.2	-3	0	1.4	7	-2.2	2	1.0	12	103
Cc1cc(N2CCOCC2)nc2ccc(NC(=O)CCC(=O)N3CCC(C)CC3)cc12	-23	0.0	-2	4	0.0	0	0.7	.	1.4	-29	101
COC(=O)/C=C1/SC(=NC(=O)c2ccc(Cl)cc2)NC1=O	-22	-0.7	-4	0	1.8	4	0.2	-4	1.3	528	98
CCOc1nc(NC(=O)NS(=O)(=O)Oc2ccccc2Cl)nc(-c2ccccc2)n1	-11	0.3	-2	-7	-1.0	-1	0.6	-5	1.4	-15	106
Nc1nc2c(nc(N3CCCCC3)n2[C@@H]2O[C@H](CO)[C@@H](O)[C@H]2O)c(=O)[nH]1	-30	-3.5	8	-10	0.2	18	0.7	-3	0.6	-19	97
O=[N+]([O-])c1ccc(CSC2=NCCS2)cc1	4	0.5	-1	-4	-1.3	-3	-2.3	-24	0.2	3	113

Some entries already given with just MOR-DOR ag and AddAB inh.
| Compound | MOR-DOR ag | AddAB inh |
| --- | --- | --- |
| CN(c1ccc(C(=O)NCC2CCCO2)cc1)S(C)(=O)=O (stereo unspecified) | -1.2 | -2.2 |
| Cc1ccccc1OCCSc1nnc(-c2cccnc2)n1N | -1.7 | 2.9 |

The listing continues.
SMILES	HTR5A inv ag	MOR-DOR ag	HTR5A ag ctr	PKA-R1A act	E coli growth	MOR-DOR inv ag	AddAB inh	PfHsp90 set2	phage Ecoli inh	Mot1-301 SUMO	Pemphigus Ab inh
COC(=O)C(C(=O)N1CCN(C)CC1)C1CCCCCC1 (stereo unspecified)	11	-1.7	11	0	1.1	8	1.4	-9	-1.5	2	104
COc1ccc(CN(C#N)c2nc(C)cc(C)n2)cc1	17	-3.4	-4	5	.	17	.	29	-1.9	-12	122
Cn1c2c(c(=O)[nH]c1=O)C(c1cccc(O)c1)C1=C(N2)c2ccccc2C1=O (stereo unspecified)	22	-1.6	-9	2	.	9	.	3	4.2	.	104
Cc1ccc(C)c(N2CCN(C(=O)C3CCN(c4nnc(N5CCCC5=O)s4)CC3)CC2)c1	6	0.9	-1	1	0.2	-5	2.3	1	1.1	92	111
CCn1ccnc1CN1CCc2c([nH]c3ccccc23)C1C1CCCCC1 (stereo unspecified)	2	1.2	-1	4	1.9	-7	3.7	-9	4.6	-19	100
Nc1ccc(Oc2ccc3nc(-c4ccccc4)c(-c4ccccc4)nc3c2)cc1	16	-1.5	2	-12	0.0	7	0.3	-48	2.1	166	99
Cc1nn(CC2CC2)c(=O)n1-c1ccc(Cl)cc1	-10	-1.6	4	-3	1.6	8	1.4	-7	2.0	18	.
OCC1(Cc2cccc(Cl)c2)CCCN(Cc2ccc(F)c(F)c2)C1 (stereo unspecified)	-9	3.7	3	8	0.0	-17	5.7	5	-0.2	382*	100
Cc1cc(/C([O-])=C(/C(=S)Nc2ccccc2)[n+]2ccccc2)c(C)n1-c1ccccc1	2	4.8	-1	-6	-1.6	-29	3.1	-2	-0.1	69	.
COc1ccc(N2CCN(C(=O)c3ccc(C)cc3Cl)CC2)cc1	12	0.9	-5	-5	0.2	-6	0.1	-1	1.1	18	101
O=C(C[C@H]1C/C=C\C[C@@H](Cc2ccc(F)cc2)C(=O)OC[C@H]2CCCN2C1=O)N[C@@H](CO)Cc1ccccc1	0	-0.6	0	6	-0.9	4	-1.1	4	3.3	-7	.
COc1ccc2c(COC(=O)CNS(=O)(=O)c3ccc(C)c(C)c3)cc(=O)oc2c1	-2	-1.2	4	-1	0.7	5	-0.3	-9	1.8	13	109
O=[N+]([O-])c1ccccc1Oc1ccccc1Cl	2	0.8	-1	-8	-0.9	-4	-0.4	-2	-0.6	.	98
COc1ccc(NC(=O)Cn2cccc2)cc1Cl	-28	-0.3	6	3	-2.0	2	-0.3	24	2.1	-2	110
CCc1ccc(CNC(=O)c2ccc(OC3CCN(C(=O)COC)CC3)cc2)nc1	-20	-2.5	0	0	.	17	.	7	0.7	4	100
COc1ccc(S(=O)(=O)n2cccc2)c(OC)c1	-15	-2.8	4	-7	1.4	13	6.0	-1	2.3	2	101
CC(C)Oc1cccc(-c2nnc(SCC(=O)Nc3ccc4c(c3)OCCO4)n2N)c1	1	-2.0	1	-7	-0.6	10	3.7	.	0.3	0	101
COc1ccc2nc(NN=C(C)c3ccccn3)cc(C)c2c1	17	-7.5	-4	-11	.	39*	.	-2	8.3	.	85
O=C(Nc1ccc2c(c1)OCO2)N1CCC(CO)(CC2CCCCO2)CC1 (stereo unspecified)	-14	2.6	5	8	-2.4	-14	-2.4	-14	4.7	-6	104
C/C(=N\O)c1ccc(Cl)cc1Cl	25	-1.8	2	-11	-1.5	9	-0.9	-13	0.6	35	.
CCCc1cc(C(=O)NCCc2ccccc2)no1	-14	1.6	4	-6	-0.1	-9	2.0	1	4.5	17	98
Oc1ccc(/C=N/NC(=S)NCCN2CCOCC2)c(O)c1	6	0.9	4	-5	1.3	-5	3.2	9	3.4	-6	97
CCNC(=O)/C(=C/c1ccc2c(c1)OCO2)NC(=O)c1ccc(Br)cc1	-16	-1.0	4	3	1.1	5	1.4	-9	1.4	-13	100
CCN(CC(=O)Nc1ccc2c(c1)OCCO2)C(=O)CN1C(=O)NC(C)(c2ccc(C)cc2)C1=O (stereo unspecified)	-7	-2.5	3	-9	0.2	11	0.3	6	0.3	-8	105
Cc1nc(NC(=O)c2ccccc2[N+](=O)[O-])sc1C(=O)N(C)C	10	-3.2	3	5	1.4	16	2.2	16	0.5	6	.
CC(C)C(c1nnnn1Cc1ccc2c(c1)OCO2)N1CCN(C)CC1 (stereo unspecified)	-19	-0.3	-2	-3	-0.7	2	-2.1	.	0.1	1	.
N#CC(Nc1ccccc1)c1ccccc1OCc1ccccc1 (stereo unspecified)	2	0.9	-1	-1	0.0	-5	1.4	.	-0.1	-37	.
Fc1ccc(-[n+]2nc(Nc3ccccc3)sc2-c2c(Cl)cccc2Cl)cc1	-9	1.4	0	0	1.6	-6	-0.3	3	3.8	11	110
O=c1[nH]c(Nc2ccc3c(c2)OCCO3)nnc1Cc1ccccc1	6	-0.4	-2	-8	-0.6	2	1.0	-33	7.4	-7	99
CC(=O)OC1CCC2(C)C(CCC3C2CC(=NO)C2(C)C(C(C)OC(C)=O)CCC32)C1 (stereo unspecified)	-18	3.4	5	14	.	-18	.	-12	2.5	.	94
Cc1nc(C(=O)NCC(=O)c2ccc(Cl)cc2)c(C(F)(F)F)o1	5	0.6	-3	-4	2.3	-3	4.9	5	1.3	-29	108
O=C(COc1ccc2c(c1)OCO2)Nc1nncs1	-11	0.2	4	-4	1.0	-2	2.5	18	3.1	-13	96
CCN(CC)CC#CCC(O)(c1ccccc1)C1CCCCC1 (stereo unspecified)	8	0.6	-3	-3	1.8	-3	2.7	16	1.8	-1	98
CCN(C(=O)CSc1cc(C)c2ccccc2n1)c1c(N)n(Cc2ccccc2)c(=O)[nH]c1=O	-12	-2.5	5	-5	-1.7	13	0.8	13	5.4	13	101
Cc1cccc2c(N)c3c(nc12)CCCC3 (tested in a mixture with another compound)	-18	0.9	6	12	.	-4	.	-2	2.9	.	103
O=C(O)c1ccc(Cn2cnc3cccnc32)cc1	10	1.0	-3	-2	0.4	-5	-0.9	-9	3.3	3	109
O=C(Nc1ccc(Cl)c(S(=O)(=O)N2CCOCC2)c1)c1cc2ccccc2oc1=O	-8	-1.9	2	-8	-0.7	8	-1.1	-14	2.1	2	90
Cc1nnc(NC(=O)CSc2ccccc2N)s1	13	-1.9	-4	-4	4.0	9	2.2	-16	-2.4	-10	96
CC1CN(C(=O)COC(=O)c2ccc(N)c([N+](=O)[O-])c2)CC(C)O1 (stereo unspecified)	-21	0.5	-4	2	0.7	-3	-0.5	13	3.7	2	96
O=C1[C@H]2[C@@H](c3ccc(Cl)cc3)N3C(=O)N(c4cccc(F)c4)C(=O)[C@@]3(Cc3ccccc3)[C@H]2C(=O)N1C1CCCCC1	15	1.7	2	-10	-0.7	-10	1.5	-9	1.9	-7	104
Cc1ccc(S(=O)(=O)Nc2ccccc2F)cc1C(=O)NCCCN1CCCC1=O	2	-1.6	1	9	0.0	7	0.6	.	2.6	6	108
COc1ccc(S(=O)(=O)Nc2cccc(C(C)=O)c2)cc1Br	-5	-1.6	2	-5	-2.1	8	0.7	-28	1.9	-2	108
C/C(=N/NC(=O)c1nnn(-c2nonc2N)c1-c1ccccc1)c1ccncc1	-2	-0.6	1	1	-0.6	4	5.4	13	1.8	-6	.
